From PubChem
M1AAP inhibition: P. falciparum M1AAP inhibitors, biochemical, fluorogenic H-Leu-NHMec substrate, 1536-well (AID 1445); recombinant M1AAP, H-Leu-NHMec fluorogenic kinetic assay; higher % means a stronger effect; one-dose inhibition, % at 30 µM; IC50 in µM for titrated hits; hit rate 0.42% among 220,000;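 active = primary inhibition above the hit cutoff, then over 50% inhibition at one or more dose response concentrations, cut at about 23% in these data, passing the limit was not always enough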;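 note: plate controls were DMSO full reaction for no effect and no enzyme background for full effect; strong numbers were not always called active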
PMI inhibition: MPI inhibition at elevated mannose 6-phosphate – biochemical, fluorescence intensity, high mannose 6-phosphate, primary screen (AID 1220); recombinant PMI enzyme, coupled fluorescence intensity; higher % means a stronger effect; inhibition, % at 20 µM, or IC50 in µM where a hit was titrated; hit rate 0.66% among 190,000
PMI inhibitors: MPI enzyme activity inhibition – biochemical, fluorescence intensity, coupled assay, primary screen (AID 1209) | purified PMI enzyme, coupled fluorescence intensity; higher % means a stronger effect | hit rate 0.42% among 190,000 | inhibition, % at 20 µM, or IC50 in µM where a hit was titrated;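 note: plate controls were DMSO vehicle for no effect and wells lacking substrate for full effect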
TNAP activation fold: stimulation of alkaline phosphatase TNAP activity – biochemical, luminescent, no phosphate acceptor, uHTS, primary screen (AID 1001) | purified TNAP, luminescent activation assay, no phosphate acceptor; higher activation fold means a stronger effect | activation fold at 20 µM; hits with a dose series show EC50 in µM | hit rate 0.03% among 200,000; in the data active = activation fold from about 3, or a potency from the dose series; inactive = the rest, 99 in 100 with activation fold below about 1.6; note: many of its hits are not listed in these tables
P. falciparum M17LAP: P. falciparum M17LAP inhibitors, primary screen, biochemical, fluorogenic H-Leu-NHMec substrate, 1536-well (AID 1619). inhibition, % at 30 µM, or IC50 in µM where a hit was titrated. recombinant M17LAP, H-Leu-NHMec fluorogenic kinetic assay; higher % means a stronger effect. hit rate 0.38% among 220,000;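 active = compound inhibiting the enzyme by more than half at any dose during confirmatory dose-response retesting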;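 note: plate controls were full reaction with DMSO carrier for no effect and no enzyme background for full effect; strong numbers were not always called active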
XIAP antagonists: XIAP antagonists, biochemical, IAP family, fluorescence polarization (AID 1018); XIAP BIR domain, fluorescence polarization peptide displacement; higher % means a stronger effect; one-dose displacement, % at 20 µM; IC50 in µM for titrated hits; hit rate 0.007% among 200,000; in the data active = displacement above about 50%; note: a part of the inactive calls stands beside numbers as strong as those of hits
Myeloid diff MLP: compounds promoting myeloid differentiation. ER-HoxA9 myeloid progenitors, lysozyme-GFP differentiation, flow cytometry. calls only at 10 µM. hit rate 1% among 360,000. AID 624256;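 active = normalized GFP-positive differentiation at or above the plate's own cutoff, the solvent-only control mean plus 3 SD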;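 note: cells exposed to compound for four days before flow analysis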
LYP inhibition: inhibitors of LYP phosphatase, biochemical, fluorescence intensity, uHTS (AID 1779). one-dose inhibition, % at 11.5 µM; IC50 in µM for titrated hits. recombinant LYP phosphatase, fluorescence intensity; higher % means a stronger effect. hit rate 0.054% among 290,000;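 note: plate controls were vehicle with enzyme for no effect and no enzyme for full effect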
ER stress rescue: protection against thapsigargin-triggered cell killing – 384-well, CSM14.1, ATP luminescence, primary screen (AID 1222); CSM14.1 thapsigargin-induced death rescue, ATP luminescence; higher % means a stronger effect; one-dose cellular ATP content (survival), % at 20 µM; EC50 in µM for titrated hits; 190,000 tested, under 10 active;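 active = EC50 below 50 µM in the dose-response confirmation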;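 note: death triggered by thapsigargin at about 15 µM added after 2 h compound pretreatment; cell ATP read after overnight thapsigargin exposure of roughly 18 to 22 hours; normalized against plate controls of thapsigargin alone and 5% DMSO vehicle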
Myeloid diff MLP GFP+ MAC1+ %: further read-out of Myeloid diff MLP, marked with its call; GFP+ MAC1+ double positive, %; measured here: differentiation confirmed by MAC1 staining
Numbers without * were called inactive; i = inactive; . = no result given; + = active, no number. Cut-off read from the data, not from the text of the source, unless noted: active = inhibition above about 50%; inactive = the rest.

SMILES	M1AAP inhibition	PMI inhibition	PMI inhibitors	TNAP activation fold	P. falciparum M17LAP	XIAP antagonists	Myeloid diff MLP	Myeloid diff MLP GFP+ MAC1+ %	LYP inhibition	ER stress rescue
COc1ccc(C(=O)Nc2cnn(Cc3ccc(Cl)cc3)c2)cc1OC	6%	21%	4%	1	-6%	4.8%	i	1.7	0%	-2.2%
O=C(NCc1ccncc1)c1ccc(Br)o1	11%	5%	1%	1.1	5%	-4.3%	i	11	0%	0.2%
CC(C)CNC(=O)CCCc1c[nH]c2ccccc12	5%	2%	0%	1.1	8%	-1.8%	i	0.8	-2%	-0.4%
CN(C)Cc1nc2ccccc2c(=O)n1Cc1nc(C(C)(C)C)cs1	2%	-5%	-10%	1.1	2%	1.1%	i	0.3	-8%	-7.4%
COc1ccc(CNC(=O)C2CCCN(S(=O)(=O)c3cnc[nH]3)C2)cc1 (stereo not drawn)	3%	-5%	2%	1.1	-9%	-4.4%	i	1.9	-5%	1.7%
Cc1ccnc(NC(=O)c2sc3ccccc3c2Cl)c1	4%	-10%	-7%	1.1	-9%	2.5%	i	0.5	-1%	-15%
C/C(=N\NC(=O)c1nn(C)c(C)c1Br)c1ccc(NC(=O)c2ccc(C)s2)cc1	3%	-9%	-11%	1	9%	-9.6%	i	0.4	-6%	-1.4%
Cc1cc(C)c2cc(C#N)c(NCCCNC(=O)CCC(=O)O)nc2c1	0%	-9%	-17%	1.1	-20%	-1.7%	i	0.8	-2%	0.3%
O=C(Nc1ccc(O)c2c(=O)cc(-c3ccccc3Cl)oc12)c1ccc(Cl)cc1Cl	3%	.	.	.	-3%	.	i	2.5	4%	.
Cc1cccc(NC(=O)C2CCN(S(=O)(=O)c3c(C)nn(C)c3C)CC2)n1	7%	4%	8%	1	7%	-2.4%	i	2.1	-3%	-2.6%
Cc1ccccc1C(=O)Nc1ccccn1	3%	8%	3%	1.1	-1%	-2.2%	i	0.8	-3%	-0.3%
Cc1ccc(S(=O)(=O)N2CCN(c3ccnc4cc(Cl)ccc34)CC2)cc1C	2%	2%	5%	1.1	0%	-5.5%	i	0.5	17%	-1.9%
CCc1nnc(NC(=O)C2CCCN(S(=O)(=O)c3ccccc3)C2)s1 (stereo not drawn)	7%	-3%	1%	1.1	5%	-20%	i	7.6	-5%	1.1%
CC1=CC2=NC(=O)/C(=C\c3ccc(-c4ccc(Cl)cc4)o3)C(=N)N2O1	12%	6%	10%	0.9	2%	-4.1%	.	.	-2%	-0.3%
CC(=O)Nc1cccc(/C(C)=N/NC(=O)c2cc(-c3ccncc3)nc3ccccc23)c1	11%	.	.	.	1%	.	i	0.5	-4%	.
COc1cccc2cc(C(C)=O)c(=O)oc12	3%	6%	9%	1	-1%	-5.0%	i	7.5	-2%	2.3%
O=C(Nc1cccs1)Nc1c(F)c(F)cc(F)c1F	3%	-1%	3%	1.1	16%	1.9%	i	0.4	-4%	-1.5%
COc1ccccc1NS(=O)(=O)c1ccc(S(=O)(=O)N2CCOCC2)cc1	3%	13%	13%	1.1	-3%	-1.8%	i	0.2	-8%	-0.4%
COc1ccc2[nH]cc(CCn3ccc(=O)c(C)c3C)c2c1	-3%	-9%	0%	1.1	-1%	-8.6%	i	0.3	-10%	-0.1%
COC(CNC(=O)c1cccc(-n2c(=S)[nH]c3cc(Cl)ccc3c2=O)c1)OC	2%	-6%	-7%	0.9	-7%	-3.8%	i	0.4	4%	-1.1%
Clc1cccc(Nc2ncnc3c2cnn3-c2ccccc2)c1	8%	0%	3%	1	11%	13%	i	0.9	0%	-1.0%
CC(C)(C)c1ccc(C(=O)Nc2ccc([N+](=O)[O-])cn2)cc1	2%	-12%	-7%	1.1	0%	-2.6%	i	0.7	-2%	-1.1%
O=C(O)CCCC(=O)N1CCc2cc(S(=O)(=O)NCc3ccccc3)ccc21	2%	3%	-13%	1.1	-3%	-5.0%	i	0.5	-9%	-0.5%
CC(OC(=O)c1cc2sccc2n1C)C(=O)NCC1CCCO1 (stereo not drawn)	2%	4%	-4%	1.1	-8%	0.4%	i	9.0	0%	-2.3%
Cc1nc(SCCO)c2oc3ccccc3c2n1	-3%	-5%	-2%	1.1	-5%	-4.5%	i	6.6	-2%	-1.4%
O=C(Nc1nc2c(s1)CCCC2)c1ccc(S(=O)(=O)N2CCCc3ccccc32)cc1	4%	17%	28%	1.1	6%	-7.0%	i	0.8	3%	1.3%
Cc1ccc(Cn2c3ccccc3c3cn[nH]c(=O)c32)cc1	-1%	-1%	3%	1	1%	-11%	i	2.3	-2%	-0.5%
C/C(=N\NC(=O)CSc1nc(C)cc(C)n1)c1ccc([N+](=O)[O-])cc1	2%	.	.	.	-3%	.	i	0.4	1%	.
CN(Cc1ccccc1)C(=C(Cl)Cl)C(=C1NCCN1)[N+](=O)[O-]	-3%	-12%	-43%	0.9	0%	-8.0%	i	0.3	-10%	-0.8%
CCn1c(COc2cc(C)ccc2C(C)C)nnc1SCC(=O)Nc1nccs1	-5%	-10%	-6%	1.1	-6%	-7.0%	i	0.2	0%	1.1%
COc1ccc(CN(CC(=O)NC2CCCC2)C(=O)c2onc(C(N)=O)c2N)cc1	0%	-6%	2%	1.1	-11%	-2.9%	i	6.9	-12%	-0.7%
C=CCOC(=O)C1=C[C@@H](c2coc3ccccc3c2=O)[C@H](CCCO)[C@@H](OCC)O1	9%	-3%	2%	1.1	-2%	-6.1%	i	2.0	-4%	7.3%
CC1=CC(C/C(C)=C/COc2ccc3ccc(=O)oc3c2)OC1=O (stereo not drawn)	3%	.	.	.	-37%	.	i	2.9	-16%	.
Cc1ccc(CSc2ncnc3c2cnn3Cc2ccccc2)cc1C	-3%	6%	7%	1.1	-15%	-15%	i	0.9	2%	1.9%
COC(=O)c1c(C)oc2ccc(OC(=O)N3CCOCC3)cc12	0%	-5%	-6%	1.1	14%	-1.9%	i	0.9	-12%	-2.1%
Cn1cc(S(=O)(=O)NCC2CCCO2)c(=O)n(C)c1=O (stereo not drawn)	-5%	.	.	.	-3%	.	i	0.2	-5%	.
CC1CCCC(NC(=O)CN2CCN(Cc3ccc(Cl)cc3)C2=O)C1C (stereo not drawn)	10%	-5%	-1%	1.2	10%	-7.4%	+	11*	-5%	-0.9%
C/C=C(/C)C(=O)Nc1cccc(C2=NOC3(C2)C[C@@H](C(N)=O)N(C(=O)c2ccc(OC)cc2)C3)c1 (stereo partly drawn)	-2%	.	.	.	6%	.	i	2.6	-10%	.
COC(=O)c1cc2oc(C)cc2n1CC(=O)Nc1cc(C)cc(C)c1	0%	10%	6%	1.2	-11%	-2.3%	i	5.4	-4%	-3.0%
Clc1ccc(OCc2cc(-c3ccccc3)no2)c(Cl)c1	9%	8%	4%	0.9	8%	-4.6%	i	1.0	2%	-3.5%
CCOC(=O)N1CCC(NC(=O)C2CCN(S(=O)(=O)c3cccc4cccnc34)CC2)CC1	3%	4%	7%	1.1	11%	-13%	.	.	-5%	-0.8%
CC(=O)c1cccc(N(C(=O)Cn2nnc3ccccc32)C(C(=O)NCc2ccccc2)c2ccccn2)c1 (stereo not drawn)	1%	-5%	13%	1.2	3%	-4.8%	i	0.8	0%	-2.4%
COc1ccc(C2(C(=O)NC(C)C)CCCC2)cc1OC	9%	8%	12%	1	4%	-10%	i	7.3	-5%	-3.1%
O=C(NCCN1CCN(Cc2ccccc2)CC1)c1cc2c(=O)[nH]c3ccccc3c2s1	5%	1%	-5%	1	3%	-5.8%	i	1.7	-5%	-0.7%
ClCc1ncc(-c2ccc(Cl)cc2)o1	-1%	-12%	-18%	0.9	25%	-2.7%	.	.	-5%	1.3%
NS(=O)(=O)c1ccc(CCNC(=O)c2ccco2)cc1	4%	15%	11%	1	-2%	-2.9%	i	0.2	-10%	-0.2%
Cc1ccc(OCC(O)CNS(=O)(=O)c2ccccc2C(=O)O)cc1 (stereo not drawn)	0%	-23%	-22%	1.1	49%	-3.5%	i	0.8	-5%	0.6%
O=C(c1cc2nc(-c3ccco3)cc(C(F)(F)F)n2n1)N1CCCc2ccccc21	13%	4%	2%	1	4%	-6.9%	i	0.6	4%	-1.7%

Some entries already given with just TNAP activation fold and P. falciparum M17LAP:
SMILES | TNAP activation fold | P. falciparum M17LAP
CC(=O)c1cccc(N(C(=O)Cn2nnc3ccccc32)C(C(=O)NCc2ccccc2)c2ccccn2)c1 (stereo not drawn) | 1.2 | 3%
O=C(Nc1nc2c(s1)CCCC2)c1ccc(S(=O)(=O)N2CCCc3ccccc32)cc1 | 1.1 | 6%
Cc1ccccc1C(=O)Nc1ccccn1 | 1.1 | -1%
C=CCOC(=O)C1=C[C@@H](c2coc3ccccc3c2=O)[C@H](CCCO)[C@@H](OCC)O1 | 1.1 | -2%
Cc1ccc(S(=O)(=O)N2CCN(c3ccnc4cc(Cl)ccc34)CC2)cc1C | 1.1 | 0%

(continued)
SMILES	M1AAP inhibition	PMI inhibition	PMI inhibitors	TNAP activation fold	P. falciparum M17LAP	XIAP antagonists	Myeloid diff MLP	Myeloid diff MLP GFP+ MAC1+ %	LYP inhibition	ER stress rescue
CCSc1nc2ccccc2n1C(=O)c1ccc(S(=O)(=O)N2CCCCCC2)cc1	-5%	-5%	-1%	1.1	22%	-5.4%	i	0.7	-4%	-1.3%
COc1ccnc(CSC(N)=Nc2ccc(F)cc2)c1	-3%	-4%	0%	0.5	8%	-4.5%	i	0.7	-1%	-1.3%
O=C1NC(c2ccc(-c3ccccc3[N+](=O)[O-])o2)C(C(=O)c2ccc(Cl)cc2)C(O)(C(F)(F)F)N1 (stereo not drawn)	13%	50%*	20%	1	-2%	-3.2%	i	0.7	-2%	-2.8%
O=c1c2c([nH]c3ccccc13)CCCC2	13%	26%	7%	1	2%	-6.5%	i	0.5	-10%	-2.0%
O=C(CSc1nc2ccc(Cl)cc2[nH]1)c1c[nH]c2ccccc12	5%	-15%	-23%	1.5	5%	-1.1%	i	0.5	-11%	0.3%
CCCCCCc1cc2cc(S(=O)(=O)c3ccc(F)c(Cl)c3)c(=O)oc2cc1O	-1%	0%	-4%	1.3	3%	-3.8%	i	0.8	5%	-3.0%
Cc1c(N2C(=O)CSC2c2ccccc2)c(=O)n(-c2ccccc2)n1C (stereo not drawn)	0%	.	.	.	12%	.	i	0.7	-8%	.
CCCCCCCCCCCCCCCCn1cc[n+](CC(C)=O)c1	5%	-14%	-13%	1.5	1%	-16%	.	.	-15%	-2.4%
Cc1nc(-c2ccccc2)nc2[nH]ccc(=O)c12	1%	5%	7%	1.1	-3%	0.6%	i	0.7	-6%	-0.9%
Cc1ccc(SCCN2C(=O)NC(C)(C)C2=O)cc1	4%	5%	11%	1.1	-4%	0.8%	i	4.3	-6%	4.0%
CS(=O)(=O)c1ccc(Cl)c(NC(=O)CCc2ccccc2)c1	-1%	1%	-1%	1	-5%	-9.6%	i	0.1	0%	-0.7%
